# Bioassay records deposited in PubChem BioAssay by Sanford-Burnham Center for Chemical Genomics.
# MIN6 prolif = inducers of MIN6 beta-cell proliferation, primary screen, ATP luminescence, uHTS | proliferation, % at 10 µM | hit rate 0.29% among 330,000 | MIN6 cells proliferation, ATPlite luminescence, 48 h; cells starved in 0.2% serum; 100% = growth in 10% serum;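 active means compounds whose signal lies at least 3.5 SD above the mean of all wells on their plate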;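 further: 0% = DMSO-treated cells in low-serum medium and 100% = 10% serum control; some compounds called inactive have numbers as strong as hits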
# NALP3 yeast inh = NALP3 inflammasome inhibitors in reconstituted yeast, primary screen, luminescence, uHTS; Yeast reconstituted NLRP3/ASC/caspase-1, beta-gal luminescence, 24 h; AID 2825, 2010; hit rate 0.39% among 330,000; inhibition, % at 10 µM;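 active means inhibition of 50% or more; inactive means inhibition below 50%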;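 further: plate controls were induced DMSO wells for no effect and uninduced yeast grown without galactose for full effect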
# tim23-1 inh = growth inhibitors of tim23-1 mutant yeast, primary screen, luminescence, uHTS | S. cerevisiae tim23-1 growth, BacTiter-Glo luminescence, 24 h | inhibition, % at 20 µM | hit rate 1.3% among 330,000;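 active means growth inhibition of the mutant yeast at or above 50%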;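 further: temperature-sensitive mutant grown at 25 °C; plate controls were DMSO-treated mutant yeast for no effect and medium wells lacking yeast for full effect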
# APJ antag = antagonists of human apelin receptor APJ, primary screen, CHO-K1 cells, beta-arrestin complementation, luminescence. P35414. AID 2521, 2010. hit rate 0.32% among 330,000. inhibition, % at 20 µM;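 active means inhibition above about 40% at 20 µM, limit read from the data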;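 further: cells challenged with 10 nM apelin-13 agonist together with compound; plate controls were apelin-13 plus DMSO wells for no effect and DMSO wells lacking apelin-13 for full effect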
# Target sequence (P35414 whole entry, looked up): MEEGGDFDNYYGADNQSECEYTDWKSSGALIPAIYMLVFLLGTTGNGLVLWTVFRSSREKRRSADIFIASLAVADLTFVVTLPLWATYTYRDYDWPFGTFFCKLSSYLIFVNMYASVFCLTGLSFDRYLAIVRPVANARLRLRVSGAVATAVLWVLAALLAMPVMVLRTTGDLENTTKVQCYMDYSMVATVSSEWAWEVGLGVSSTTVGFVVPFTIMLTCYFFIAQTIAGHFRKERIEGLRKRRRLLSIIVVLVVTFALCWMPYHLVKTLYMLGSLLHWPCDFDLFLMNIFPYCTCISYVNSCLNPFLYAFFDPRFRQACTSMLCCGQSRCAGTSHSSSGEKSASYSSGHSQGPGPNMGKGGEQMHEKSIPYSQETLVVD
# tim10-1 inh = growth inhibitors of tim10-1 mutant yeast, primary screen, luminescence, uHTS | hit rate 2.2% among 330,000 | inhibition, % at 20 µM | S. cerevisiae tim10-1 ts strain growth, BacTiter-Glo, 24 h;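 active means inhibition of at least 40%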;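 further: mutant grown at 25 °C; 0% = DMSO wells with yeast and 100% = wells holding no yeast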
# APJ agonist = agonists of human apelin receptor APJ, primary screen, CHO-K1 cells, PathHunter beta-arrestin, luminescence; P35414; 0% DMSO wells, 100% apelin; activation, % at 20 µM; hit rate 0.11% among 330,000;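 active means activation more than six SD over the plate average, tested at 20 µM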;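 further: 0% = DMSO alone and 100% = apelin-13 at 10 nM; some results filed as inactive read as strong as hits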
#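 Incubation: overnight seeding, 90 min compound at 25 °C, 1 h detection; test system: PathHunter CHO-K1 APJ (AGTRL-1) beta-arrestin reporter cells; amount: 1000 cells/well; doses: one dose, 20 µM compound, 1% DMSO; measured by: beta-gal luminescence; measure: agonist-driven arrestin binding to APJ; benchmarks: negative DMSO alone, positive Apelin-13 at 10 nM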
# TIM10 inh = growth inhibitors of isogenic TIM10 control yeast, primary screen, counter-screen for tim10-1 yeast inhibitor project, luminescence, uHTS | S. cerevisiae TIM10 strain growth, BacTiter-Glo luminescence, 24 h | inhibition, % at 10 µM | hit rate 1.4% among 330,000;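 active means inhibition of 40% or more at the single tested concentration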;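 further: wild-type TIM10 isogenic control strain grown at permissive 25 °C; 0% = DMSO yeast wells and 100% = minimal medium wells without yeast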
# NR3A LBD binder = binders of NR3A ligand-binding domain, primary screen, biophysical, differential scanning fluorimetry, uHTS. Glutamate receptor ionotropic, NMDA 3A (GRIN3A) ligand-binding domain. NR3A LBD differential scanning fluorimetry, Tm shift; 0% = protein alone, 100% = glycine-bound protein. Tm shift relative to glycine control, % at 25 µM. hit rate 2.5% among 340,000;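 active means melting temperature shift of at least 10% of the positive control shift, at one fixed dose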
# MPTP block = mitochondrial permeability transition pore inhibitors, primary screen, biochemical, isolated mouse mitochondria, absorbance; Ca2+ swelling absorbance, 30 min; inhibition, % at 10 µM; hit rate 1.4% among 360,000; AID 602449, 2012;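 active means inhibition of 50% or more, scaled per plate between neutral and stimulator controls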;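 further: 0% = DMSO wells given calcium and 100% = 1 mM EGTA wells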
# The depositor's hits bear a star; · = not tested or not shown.
# A first look, five compounds:
SMILES,MIN6 prolif,NALP3 yeast inh,tim23-1 inh,APJ antag,tim10-1 inh,APJ agonist,TIM10 inh,NR3A LBD binder,MPTP block
Cc1onc(-c2ccccc2Cl)c1C(=O)N1CCCC1,-2,13,1,-1,7,-1,-12,2,-0.3
COc1cc2c(cc1NC(=O)CN(C)Cc1nc3ccccc3c(=O)[nH]1)oc1ccccc12,-5,18,27,-4,27,5,42*,-4,1.7
N#Cc1ccc(NC(=O)Cn2cnc(S(=O)(=O)N3CCCCC3)c2)cc1,-1,-1,-1,7,-11,-4,7,-1,-1.2
C[C@H](NC(=O)c1nc[nH]c1C(=O)N1CCNCC1)C(=O)OCc1ccccc1,2,18,14,14,-5,-1,-5,3,-1.1
COc1ccc(CCNS(=O)(=O)c2cccc([N+](=O)[O-])c2)cc1,-1,12,20,13,7,-3,-10,0,1.5

# Main list, previewed entries included:
SMILES,MIN6 prolif,NALP3 yeast inh,tim23-1 inh,APJ antag,tim10-1 inh,APJ agonist,TIM10 inh,NR3A LBD binder,MPTP block
Cc1onc(-c2ccccc2Cl)c1C(=O)N1CCCC1,-2,13,1,-1,7,-1,-12,2,-0.3
COc1cc2c(cc1NC(=O)CN(C)Cc1nc3ccccc3c(=O)[nH]1)oc1ccccc12,-5,18,27,-4,27,5,42*,-4,1.7
N#Cc1ccc(NC(=O)Cn2cnc(S(=O)(=O)N3CCCCC3)c2)cc1,-1,-1,-1,7,-11,-4,7,-1,-1.2
C[C@H](NC(=O)c1nc[nH]c1C(=O)N1CCNCC1)C(=O)OCc1ccccc1,2,18,14,14,-5,-1,-5,3,-1.1
COc1ccc(CCNS(=O)(=O)c2cccc([N+](=O)[O-])c2)cc1,-1,12,20,13,7,-3,-10,0,1.5
Cc1ccccc1NC(=O)NCCCN1CCN(C)CC1,-3,-5,-4,10,1,-3,-8,-1,-1.0
Cc1occc1C(=O)N1CCN(c2ccccc2)CC1,0,9,16,-16,15,2,-19,12*,2.1
CC(NC(=O)C1CCCCC1)C(c1cccs1)N1CCN(C)CC1 (stereo not given),0,0,-3,8,-1,-1,-6,-1,-0.6
Cc1ccc(CN2C(=O)CSc3ccc(C(=O)NCCN4CCOCC4)cc32)cc1,-1,14,5,19,7,-8,10,-1,1.1
COc1ccc(-c2coc3c(CN4CCCCC4C)c(O)ccc3c2=O)cc1 (stereo not given),-2,18,19,-10,22,0,-11,3,1.0
Cc1ccc2nc(SCC(=O)NCc3ccccc3Cl)nc(=O)n2c1,-2,6,5,16,3,9,2,1,-0.8
Cc1ccc(N(C(=O)C2CCCC2)C2C=CS(=O)(=O)C2)cc1 (stereo not given),-2,12,10,4,12,-1,4,-1,0.4
COc1ccccc1-c1nc(SCC(=O)Nc2ccccc2F)n[nH]1,-4,7,17,11,18,-3,-3,-1,0.2
CCOCCOCN(C#N)c1nc(OC)nc(N(C)C)n1,-2,-16,-2,13,2,-2,4,1,-0.3
COc1ccccc1NC(=O)CN1C(=O)C(C)SC(C)C1=O (stereo not given),-3,-1,3,4,14,-3,8,2,-0.3
CCOC(=O)c1c(S(=O)(=O)N2CCCCC2C)c(C)n(C)c1C (stereo not given),0,1,19,13,21,8,14,1,0.9
CC(C)(C)c1ccc(Cn2nnc3c(=O)[nH]c(C4CCCN(C(=O)c5ccco5)C4)nc32)cc1 (stereo not given),-5,20,22,11,22,0,-5,0,1.6
COCC1CCN(C(=O)C2CCC(=O)N(Cc3cccc(F)c3)C2)CC1 (stereo not given),2,20,12,26,8,-3,0,1,-0.6
Cc1ccc(-c2nc3ccccc3c(=O)n2-c2c(C)n(C)n(-c3ccccc3)c2=O)cc1,1,21,7,14,-4,-4,2,1,1.4
COc1ccccc1OCCC(=O)Nc1cccc(S(=O)(=O)N2CCCCC2)c1,2,9,23,0,14,1,18,2,-1.0
COc1ccccc1OCc1cc(C(=O)NCCN2CCCC(O)C2)no1 (stereo not given),0,18,16,17,-18,3,-2,3,0.2
CC(=O)c1ccc(S(=O)(=O)NCc2nnnn2-c2ccccc2)cc1,12*,16,-9,17,3,-1,-2,0,-1.8
CCOC(=O)C(C(=O)OCC)N(C#N)c1nc(N(C)C)nc(N(C)C)n1,1,3,27,9,19,-3,21,1,-1.1
Oc1ccc(Br)cc1C=Nc1ccc2c3c(cccc13)CC2,-1,13,64*,0,21,-4,21,-4,1.6
CCn1c(CNc2ccc(Cl)cc2)nnc1SCc1ccccc1,-3,6,18,4,-50,5,15,1,-0.2
O=C(COC(=O)c1ccc(F)cc1Cl)NC1CCS(=O)(=O)C1 (stereo not given),-4,15,12,2,3,-4,10,2,-0.4
O=C(CN(Cc1ccccc1)S(=O)(=O)c1cccc(C(F)(F)F)c1)NC1CCCCC1,-3,-2,13,-12,12,-3,15,-14,8.4
O=C(CC1C(=O)NCCN1Cc1cccc(Oc2ccccc2)c1)NCCc1cscn1 (stereo not given),2,-3,20,-13,42*,-4,16,3,0.4
Cc1ccc(NC(=O)c2ccccc2F)c(NC(=O)c2ccccc2F)c1,0,10,16,-20,2,-5,-13,0,1.3
Cc1cc(C)cc(OC(C)C(=O)Nc2ccccc2C(=O)NCc2cccnc2)c1 (stereo not given),-1,-5,22,9,14,0,4,0,-1.5
Cc1ccc(S(=O)(=O)Nc2nsc(N)n2)cc1,2,-4,-6,5,13,-1,2,0,-0.1
CCC(C(=O)OCCOCCN(CC)CC)c1ccccc1 (stereo not given),-1,8,-5,8,-15,-1,0,-1,1.4
COc1ccc(N2CCN(S(=O)(=O)Cc3ccccc3)CC2)cc1,-2,14,-24,-32,-3,-3,-2,0,-0.5
CC(C)CNc1ncnc2c1sc1nc(N3CCOCC3)c3c(c12)CC(C)(C)OC3,2,25,8,-24,26,-2,3,0,2.3
O=C(C1CCCN(S(=O)(=O)c2cccc3nsnc23)C1)N1CCCCCC1 (stereo not given),-1,13,17,-4,17,-3,-1,-1,-3.8
CCN(CC)c1ccc(NC(=O)CN2CCN(S(=O)(=O)c3cc(Cl)ccc3OC)CC2)cc1,-3,27,16,-14,3,8,1,-7,0.2
CC(=O)Nc1ccc2nc(-c3ccncc3)[nH]c2c1,1,-9,3,-2,5,4,-7,-9,-0.3
O=C(Nc1ccccc1)c1cc2ccc3ccccc3c2s1,-2,10,0,-17,-18,4,0,33*,48
O=S(=O)(Nc1ccc(S(=O)(=O)N2CCOCC2)cc1)c1ccccc1,2,-3,2,11,2,-5,8,10*,-0.3
Cc1ccc([N+](=O)[O-])c2c1C(N1CCCCC1)C(C)(C)O2 (stereo not given),0,3,16,23,23,-4,16,3,6.5
COc1ccc(OCC(=O)NC(=S)Nc2ccc(S(=O)(=O)Nc3cc(C)on3)cc2)cc1,-4,-1,-13,22,-18,-5,2,-12,0.1
CN(C(=O)COC(=O)c1cnc(Cl)c(Cl)c1)C1CCS(=O)(=O)C1 (stereo not given),2,16,-4,-13,-9,-3,-7,-3,-0.3
c1ccc(Nc2nc(-c3ccccc3)ns2)cc1,0,32,20,-5,28,1,8,-9,2.1
O=C(NCCCNC(=O)c1ccc(-c2cccc(Cl)c2)o1)c1cnccn1,-2,-2,21,0,16,-3,-7,-2,0.2
O=S(=O)(NCC1CCCO1)c1ccc(S(=O)(=O)N2CCc3ccccc3C2)cc1 (stereo not given),-2,-3,-4,6,0,-2,-4,2,0.1
CCOc1ccc(NC(=O)C2CCN(C(=O)N3CCOc4ccccc43)CC2)cc1,-1,8,20,9,19,0,7,0,-2.0
O=C(O)C1Cc2ccccc2CN1S(=O)(=O)c1ccc2ccccc2c1 (stereo not given),0,11,13,7,5,2,11,0,5.1
CCCn1c(=O)c2ccccc2n2c(SC(C)C(N)=O)nnc12 (stereo not given),0,24,24,10,6,-2,3,1,-0.8
Clc1ccc(SCc2cn3cccnc3n2)cc1,-2,3,12,9,12,3,-2,·,-0.5
Cc1c(N=C2NC(=O)/C(=C/c3ccc(O)cc3)S2)c(=O)n(-c2ccccc2)n1C,4.4*,19,6,16,4,1,3,-18,-1.4
CCOc1ccc(NC(=O)CSc2nnc(Cc3csc(C)n3)o2)cc1,-1,20,1,-5,28,1,3,1,-1.8
Cc1cccc(C(=O)OCC(=O)NNC(=O)c2cccs2)c1O,6,-5,17,4,9,-1,4,0,0.7
COc1ccc(C2C(C(=O)OCC(=O)N3CCCCC3)CCC(=O)N2c2ccc(OC)cc2)cc1 (stereo not given),2,6,7,-1,13,0,12,-2,-0.1
Cc1ccc(NC(=O)n2ncc3c(C)cccc32)cc1F,-3,13,24,0,38,-5,17,6,0.3
CCN(CC)S(=O)(=O)c1ccc(Nc2nc3ccccc3n3nnnc23)cc1,-1,2,28,-25,28,3,19,2,-3.3
COc1cccc(CN2CCN(C(=O)c3cc(-c4ccccn4)nc4ccc(Cl)cc34)CC2)c1,-4,0,19,3,24,0,26,-2,-0.1
O=C(COC(=O)CNS(=O)(=O)/C=C/c1ccccc1)Nc1cc(S(=O)(=O)N2CCCCC2)ccc1Cl,-3,11,-10,-13,5,7,-15,0,70*

# 4 entries already listed, arranged by SMILES length, ascending.
SMILES,MIN6 prolif,NALP3 yeast inh,tim23-1 inh,APJ antag,tim10-1 inh,APJ agonist,TIM10 inh,NR3A LBD binder,MPTP block
c1ccc(Nc2nc(-c3ccccc3)ns2)cc1,0,32,20,-5,28,1,8,-9,2.1
Cc1cccc(C(=O)OCC(=O)NNC(=O)c2cccs2)c1O,6,-5,17,4,9,-1,4,0,0.7
COc1ccc(C2C(C(=O)OCC(=O)N3CCCCC3)CCC(=O)N2c2ccc(OC)cc2)cc1 (stereo not given),2,6,7,-1,13,0,12,-2,-0.1
O=C(COC(=O)CNS(=O)(=O)/C=C/c1ccccc1)Nc1cc(S(=O)(=O)N2CCCCC2)ccc1Cl,-3,11,-10,-13,5,7,-15,0,70*
